Screening data deposited in PubChem by National Center for Advancing Translational Sciences (NCATS).
Vif-APOBEC3F blk – qHTS for Inhibitors of Vif-A3F Interactions: qHTS. AID 602313, 2012. 390,000 tested, 0.2% active. Potency, µM (titrated, usually from 46.1 µM), for the others: at the top dose activity, negative = active. HeLa A3F-eYFP + Vif (tagged APOBEC3F with the HIV-1 protein that degrades it), YFP fluorescence increase; note: % of control where 0% means no effect; nearly all actives have a fitted effect of over 65% in size
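HeLa cells stably expressing A3F-eYFP plus Vif, plated and incubated overnight at 37 deg C, then exposed to compounds overnight at 37 deg C. Blocked degradation read as raised yellow fluorescence (Ex 488/Em 500-530).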
TrxR1 substrate – qHTS Assay for Substrates of Mammalian Selenoprotein Thioredoxin Reductase 1 (TrxR1): qHTS | purified TrxR1 substrate turnover, NADPH consumption readout | Thioredoxin reductase 1, cytoplasmic (Rattus norvegicus), O89049 | 390,000 tested, 0.01% active | Potency, µM (doses to about 114 µM), inactives show at the top dose activity change, negative = substrate turnover; note: % is set by controls: 0 for no effect and ±100 for the full control effect; nearly all actives have a fitted effect of over 50% in size
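Rat TrxR1, dispensed at 90 nM, was prereduced with 400 uM NADPH (final) for 5 min at ~22 deg C, then incubated with compound 15 min before 400 uM selenite. A first-read NADPH fluorescence drop versus no-compound background flagged substrates.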
rTrxR1 inhibitor – qHTS Assay for Inhibitors of Mammalian Selenoprotein Thioredoxin Reductase 1 (TrxR1): qHTS. recombinant rTrxR1, NADPH fluorescence consumption, selenite substrate. Potency, µM (titrated, usually from 114 µM), inactives show at the top dose activity change, negative = inhibition, usual class: inhibitors. 390,000 tested, 1% active; note: % is set by controls: 0 for no effect and ±100 for the full control effect; nearly all actives have a fitted effect of over 65% in size
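Rat TrxR1 (90 nM in the dispensed reagent) was pre-reduced with 400 uM NADPH for 5 min at room temperature, then incubated with compound for 15 min. After 400 uM selenite was added, NADPH fluorescence (Ex 340/Em 450 nm) was followed for 8 min.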
Vif-APOBEC3G blk – qHTS for Inhibitors of Vif-A3G Interactions: qHTS; 410,000 tested, 0.076% active; Potency, µM (top dose mostly 46.1 µM), without a hit: at the highest dose activity, negative = active, hits mostly inhibitors; DNA dC->dU-editing enzyme APOBEC-3G (Homo sapiens), Q9HC16; HeLa A3G-eYFP + Vif (tagged APOBEC3G with the HIV-1 protein that degrades it), YFP fluorescence, overnight; AID 602310, 2012;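 note: % is set by controls: 0 for no effect and ±100 for the full control effect; nearly all actives have a fitted effect of over 60% in size; hits raise eYFP signal because A3G escapes Vif-driven loss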
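Read-out is eYFP fluorescence (Ex 488/Em 500-530) from Vif-expressing HeLa A3G-eYFP cells; more signal means A3G escaped Vif-mediated degradation. Cells plated overnight, compound pinned in, incubated overnight at 37 deg C.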
RGS4 inhibitor – Inhibitors of Regulator of G Protein Signaling (RGS) 4: qHTS | Regulator of G-protein signaling 4 (Homo sapiens), P49798 | Transcreener GDP fluorescence polarization, RGS4-accelerated GTP hydrolysis | Potency, µM (series often up to 114 µM), inactives show at the top dose activity change, negative = inhibition, most hits filed as inhibitors | 390,000 tested, 0.039% active; note: % is set by controls: 0 for no effect and ±100 for the full control effect; nearly all actives have a fitted effect of over 75% in size; some results filed as inactive show a strong effect at the top dose
Target sequence (P49798 whole entry, looked up): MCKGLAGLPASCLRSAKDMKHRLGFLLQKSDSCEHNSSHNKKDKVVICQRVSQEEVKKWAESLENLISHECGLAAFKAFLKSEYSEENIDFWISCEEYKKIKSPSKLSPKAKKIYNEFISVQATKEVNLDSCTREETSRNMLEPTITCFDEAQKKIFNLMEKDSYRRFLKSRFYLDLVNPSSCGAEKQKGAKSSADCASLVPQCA
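MLSMR compounds (23 nl, pin-transferred) preincubated 10 min at room temperature with a 500nM (2x) first reagent, then RGS4 at 900nM (2x) plus Transcreener GDP mix added; fluorescence polarization (620/688 nm) read before and after 90 min at 30 °C.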
RXFP1 ag – qHTS Assay for Agonists of the Relaxin Receptor RXFP1; HEK293T-RXFP1 cAMP TR-FRET, 30 min; response scale: percent of porcine relaxin response, buffer zero; Potency, µM (doses to about 57.5 µM), for the others: at the top dose activation, most hits filed as activators; AID 2676, 2010; 370,000 tested, 0.3% active; Relaxin receptor 1 (Homo sapiens), Q9HBX9; note: % is set by controls: 0 for no effect and ±100 for the full control effect; nearly all actives have a fitted effect of over 60% in size; many of its hits are not listed in these tables
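HEK293T cells stably expressing RXFP1 were pretreated with the PDE4 inhibitor Ro 20174, exposed to compounds for 30 min at 37C, lysed, and cAMP was read by TR-FRET. Data normalized to buffer (basal) and 29 nM porcine relaxin (100%).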
USP1 inh – Inhibitors of USP1/UAF1: Primary Screen | recombinant USP1/UAF1, Ub-Rhodamine cleavage fluorescence | Potency, µM (titrated, usually from 57.1 µM), without a hit: at the top dose activity change, negative = inhibition, hits mostly inhibitors | 390,000 tested, 0.23% active; note: % is set by controls: 0 for no effect and ±100 for the full control effect; nearly all actives have a fitted effect of over 60% in size; inactives centre near -12
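1 nM enzyme complex + cpd, 15 min RT; start with Ub-Rho 150nM final; kinetic fluorescence ex 480/em 540, 6 reads q60 s. Buffer 50mM HEPES pH 7.8, 0.5mM EDTA, 0.1 mg/ml BSA, 1mM TCEP, 0.01% Tween-20.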
12-LOX inh – Primary qHTS assay for inhibitors of human arachidonate 12S-lipoxygenase (ALOX12): Round 2 | purified 12hLO, xylenol orange hydroperoxide absorbance | 580,000 tested, 1.1% active | Polyunsaturated fatty acid lipoxygenase ALOX12 (Homo sapiens), P18054 | Potency, µM (top dose mostly 108 µM), inactives show at the highest dose activity change, negative = inhibition, most hits filed as inhibitors; note: % is set by controls: 0 for no effect and ±100 for the full control effect
Target sequence (P18054 whole entry, looked up): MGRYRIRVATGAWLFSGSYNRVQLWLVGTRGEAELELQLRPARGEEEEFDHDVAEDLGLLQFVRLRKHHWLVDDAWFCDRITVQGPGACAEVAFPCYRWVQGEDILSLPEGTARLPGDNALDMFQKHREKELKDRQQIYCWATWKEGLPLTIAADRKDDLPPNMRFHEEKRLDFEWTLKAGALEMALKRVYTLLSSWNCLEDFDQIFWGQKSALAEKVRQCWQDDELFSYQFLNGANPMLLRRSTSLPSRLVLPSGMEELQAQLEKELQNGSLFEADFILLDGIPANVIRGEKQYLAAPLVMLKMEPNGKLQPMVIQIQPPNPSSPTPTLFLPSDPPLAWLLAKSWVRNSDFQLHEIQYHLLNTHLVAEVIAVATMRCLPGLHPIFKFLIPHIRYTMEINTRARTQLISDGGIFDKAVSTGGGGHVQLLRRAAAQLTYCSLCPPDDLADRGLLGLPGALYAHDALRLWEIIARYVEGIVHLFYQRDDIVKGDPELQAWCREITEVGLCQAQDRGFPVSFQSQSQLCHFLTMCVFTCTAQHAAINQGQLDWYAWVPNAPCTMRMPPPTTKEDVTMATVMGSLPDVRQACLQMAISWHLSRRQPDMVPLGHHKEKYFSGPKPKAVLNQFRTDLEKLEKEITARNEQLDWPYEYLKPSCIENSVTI
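Hydroperoxide product was detected by ferrous iron/xylenol orange as the 573 to 405 nm absorbance ratio. Arachidonic acid at 40 uM (final) was turned over for 30 min at room temperature by 150 nM human 12hLO, pH 7.0 Hepes buffer, after 15 min compound preincubation.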
IDH1 R132H inh – qHTS for Inhibitors of mutant isocitrate dehydrogenase 1 (IDH1): qHTS; IDH1-R132H enzyme, NADPH consumption, diaphorase/resazurin fluorescence; 390,000 tested, 0.093% active; AID 602179, 2012; Potency, µM (top dose mostly 76.6 µM), for the others: top-dose activity change, negative = inhibition, most hits filed as inhibitors; note: % is set by controls: 0 for no effect and ±100 for the full control effect; nearly all actives have a fitted effect of over 65% in size
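IDH1-R132H (0.5 ug/mL) preincubated 30 min with compound, then NADPH (0.016 mM) and alpha-KG (2 mM) added; 80 min at RT, pH 7.5. Remaining NADPH coupled via diaphorase/resazurin to fluorescence (540/590 nm); concentration-response curves normalized to no-enzyme control.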
Numbers without * were called inactive; i = inactive; u = inconclusive; x = not tested or not shown; [ ] = another dose, or the depositor's remark. Calls come from the whole dose curve; as a rule, active = well fitted curve in the direction sought with a large enough effect; inconclusive = small, poorly fitted or top-dose-only effect, or another doubt; inactive = no such curve, though single readings can be large; an effect the other way counts as inactive or inconclusive. Potency is the fitted concentration of half-maximal effect. This is a subset. The share of hits here may be higher or lower than overall.

SMILES	Vif-APOBEC3F blk	TrxR1 substrate	rTrxR1 inhibitor	Vif-APOBEC3G blk	RGS4 inhibitor	RXFP1 ag	USP1 inh	12-LOX inh	IDH1 R132H inh
COCc1cc(=O)n2[nH]c(-c3cccs3)cc2n1	17%	31%[activator][57.1 µM]	38%[activator][57.1 µM]	-2%	4%	7.4%	-3%	u	3%
Cc1nc(S(=O)(=O)N(C)c2ccccc2)c(C#N)c(C)c1Cl	x	-1%	22%	-12%	11%	-1.1%	2%	0%	1%
C#CCOCCOCCOCCNc1nc(N2CCN(C(=O)[C@H](CCCN=C(N)N)n3cc(C(N)[C@@H](C)CC)nn3)CC2)nc(N2CCN(C(=O)[C@H](CCC(=O)O)n3cc([C@@H](N)CO)nn3)CC2)n1 (some centres not stated)	-2%	1%	-29%	-1%	-22%	x	-11%	18%	-12%
CN(C)c1nc(N(C)C)n(C(=O)c2ccc(F)cc2)n1	-1%	-1%	8%	3%	-15%	-1.4%	-19%	u	0%
O=C(Cn1cnc2ccccc2c1=O)NCC(=O)N1CCN(Cc2ccc3c(c2)OCO3)CC1	1%	-5%[57.1 µM]	14%[57.1 µM]	0%	-27%	1.3%	-25%	1%	10%
CN(C(=O)CSc1nnc2ccccn12)C1CCS(=O)(=O)C1 (configuration not stated)	-17%	12%[57.1 µM]	19%[57.1 µM]	-3%	-7%	-0.9%	-17%	0%	-3%
O=C(Cn1nc(C(F)(F)F)c2c1CCCC2)Nc1ccc(Cl)cc1	-22%	-3%	13%	-3%	-4%	1.7%	u	-2%	-8%
O=C(Nc1ccccc1F)C1COc2ccccc2O1 (configuration not stated)	-5%	-4%	1%	0%	26%	-2.7%	1%	0%	-2%
CCCN(CCC)CCNC(=O)C1CCN(S(=O)(=O)c2cccc3nsnc23)CC1	-22%	3%[57.1 µM]	16%[57.1 µM]	2%	-9%[56.9 µM]	-0.4%	4%	-18%	-6%
Cc1nc2cc(Cl)ccc2n1CCO	1%	7%	7%	0%	3%	0.5%	-9%	-17%	0%
CC1=C(n2nnc3ccccc32)C(c2ccccc2)C(C#N)=C(N)O1 (configuration not stated)	25µM*	3%	u	-17%	-6%	0.6%	-19%	u	-8%
COc1cc(CNC2CCCCCCC2)cc(Cl)c1OC	1%	1%[57.1 µM]	19%[57.1 µM]	-5%	-12%	-2.8%	-15%	34%[activator]	10%
CCOc1ccc(-n2cc(-c3ccccc3)c3c(NC4CCCC4)ncnc32)cc1	2%	-2%[57.1 µM]	3%[57.1 µM]	-2%	17%	-1.1%	-5%	-17%	u
Cc1ccc(NC(=O)CO/N=C/c2ccccc2C)c(C)c1	-12%	-2%	7%	-1%	11%	2.7%	-10%	-14%	-12%
C/C(=N/OC(=O)c1ccc(C)cc1)c1cccs1	1%	6%[57.1 µM]	16%[57.1 µM]	-1%	5%[11.4 µM]	3.0%	-7%	0%	11%
CCSc1nnc(NC(=O)c2cc(=O)c3cc(C)ccc3o2)s1	2%	2%	16%	2%	5%	-0.6%	0%	-9%	-1%
CCCCc1nnc(NC(=O)CSc2nc(O)c(-c3ccccc3)c(=O)[nH]2)s1	8%	0%[57.1 µM]	-3%[57.1 µM]	-1%	6%	1.1%	-22%	-35%	4%
CC(C)Oc1ccc(CNC(=O)CCC(=O)N2CCSc3ccccc32)cc1	-6%	14%[57.1 µM]	29%	2%	14%	0.7%	-19%	10%	-2%
O=C(CNS(=O)(=O)c1cccc(Cl)c1)Nc1ccc(-c2nc3ccccc3s2)cc1	-16%	-1%	12%	2%	9%	3.4%	0%	-24%	2%
COc1ccc(NC(=O)CSc2nc3c(c(=O)[nH]2)CCC3)cc1OC	0%	-12%	13%[57.1 µM]	-4%	2%	0.2%	-8%	i	12%
CN(C)c1ccc(CNC(=O)c2cc3ccccn3n2)cc1	-3%	-3%[57.1 µM]	5%[57.1 µM]	5%	-9%	-4.8%	-4%	-17%	-19%
CCCCCN1C(C(=O)c2ccccc2)=C(NC(=O)c2ccccc2Cl)c2ccccc2S1(=O)=O	3%	-6%	22%	0%	-6%	-4.5%	-3%	-12%	-7%
CCOC(=O)c1ccc(NC(=O)/C=C/c2cccs2)cc1	9%	79µM*	-35%	-2%	-17%	0.5%	-17%	-4%	0%
Cn1cc(/C=N/NC(=O)c2cc3cc(Br)ccc3o2)c2ccccc21	-13%	9%[57.1 µM]	14%[57.1 µM]	-10%	-5%	1.3%	-16%	0%	4%
Cc1ccc(-c2cc(C(=O)NCc3ccc4c(c3)OCO4)[nH]n2)c(O)c1C	5%	-4%	5%	-6%	-6%	0.2%	-28%	-32%	1%
C/C(N)=C(/C#N)C(=O)COC(=O)c1cc2c(s1)CCCC2	u	-1%	8%	-5%	-4%	4.3%	-19%	10%	3%
Cc1ccc(O)c(-c2cc3ccccc3[nH]2)c1	-5%	105%[activator]	74%[activator]	-12%	-22%	-0.6%	-23%	u	9%
O=C(Nc1cccnc1)/C(N=Nc1c(Cl)cccc1Cl)=C(\O)c1ccccc1	-20%	-8%	-5%	0%	14%	3.3%	-1%	9%	0%
Cc1ccc(/C=C/c2onc(C)c2S(=O)(=O)N2CCC(C(=O)NCc3ccc(OC(C)C)cc3)CC2)cc1	0%	-1%[57.1 µM]	-9%[57.1 µM]	-6%	-13%	2.6%	-24%	3%	13%
CCOc1ccc(C(C(=O)NCC2CCCO2)N(Cc2cccnc2)C(=O)c2snc(C(N)=O)c2N)cc1 (configuration not stated)	12%	12%[57.1 µM]	21%[57.1 µM]	-6%	-11%	-1.4%	-8%	-1%	-7%
Cc1cccc(N2CCN(CC(=O)Nc3ccc(S(=O)(=O)N4CCOCC4)cc3)CC2)c1C	0%	-2%	20%	4%	-29%	-1.4%	u	1%	-3%
CCN(C[C@H]1N[C@@](CC)(C(=O)OC)[C@H]2C(=O)N(C)C(=O)[C@@H]12)C(=O)NC(C)C	-6%	2%	13%	7%	19%	x	-27%	-34%	2%[38.3 µM]
O=C(CSc1oc(-c2ccccc2)nc1S(=O)(=O)c1ccccc1)c1ccccc1	2%	-1%	7%	1%	-29%	5.9%	u	u	0%
COc1ccc(OC)c(NC(=O)CSc2nnc(Cn3nnc4ccccc43)n2C)c1	x	2%	3%	-2%	14%	2.1%	-21%	2%	0%
COc1ccc(CC(=O)OCC(=O)c2ccc(OC)cc2)cc1	-11%	-23%[57.1 µM]	1%[57.1 µM]	-3%	-29%	4.3%	-19%	-12%	7%
COc1ccccc1N1CCN(S(=O)(=O)c2ccc(-c3ccc(=O)[nH]n3)o2)CC1	0%	-1%	1%	2%	-12%	7.6%	-8%	-15%	13%
O=C(Nc1c(C(=O)C2CC2)oc2ccccc12)c1ccc(Cl)cc1	5%	26%	34%	-8%	-40%	0.9%	-17%	21%	4%
CC(C)(C)NC(=O)CN1C(=O)c2cccc3cccc1c23	-1%	x	x	-1%	x	x	u	u	6%
O=C(CCCOc1ccc(Cl)cc1Cl)N/N=C\C1CCCCC1	-7%	7%[57.1 µM]	-8%	1%	-6%	7.7%	3%	-2%[57.4 µM]	3%
CC1(C)Cc2nc3sc(C(=O)NCCO)c(N)c3cc2CO1	-1%	-3%	-1%	-6%	-5%	0.2%	-14%	-22%	0%
O=C(NCc1ccccc1)c1ccc2c(c1)N(Cc1cccc(Cl)c1)C(=O)c1ccccc1S2(=O)=O	0%	-3%[57.1 µM]	26%[57.1 µM]	-6%	14%	0.5%	-24%	-23%	-18%
CCOC(=O)c1c(C)c(C(=O)NC(C)COC)c(C)n1C (configuration not stated)	-6%	7%	17%	1%	8%	2.5%	-7%	0%	1%
Cc1cc(NC(=O)/C=C/c2ccc(Cl)cc2)no1	1%	14%	25%[57.1 µM]	0%	-6%	-0.5%	-4%	-15%	6%
N#Cc1ccc(NC(=O)c2ccc3c(c2)nnn3C2CCCC2)cc1	-5%	3%[57.1 µM]	10%[57.1 µM]	-2%	-10%	1.6%	-20%	-2%	17%
CCCCCc1ccc(S(=O)(=O)Nc2cc(C)ccn2)cc1	4%	5%[57.1 µM]	8%[2.29 µM]	0%	-15%	-1.5%	-19%	70%[activator]	4%
Cc1cccc(N2CN=c3s/c(=C\c4ccccn4)c(=O)n3C2)c1	5%	6%[57.1 µM]	11%[57.1 µM]	-3%	-10%	0.5%	-15%	-18%	5%
